CHT block = human CHT choline transport inhibition; CHT-expressing cells, membrane potential dye, choline response; hits give low values; B-score at 10 µM; hit rate 0.86% among 310,000;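 active = B-score over 3 SD under the library average, and starting fluorescence ratio not unusually high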;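 also: choline stimulus applied at its EC90 after an EC20 pre-addition; B-score computed on integrated fluorescence ratio after choline addition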
Target sequence (Q9GZV3 whole entry, looked up): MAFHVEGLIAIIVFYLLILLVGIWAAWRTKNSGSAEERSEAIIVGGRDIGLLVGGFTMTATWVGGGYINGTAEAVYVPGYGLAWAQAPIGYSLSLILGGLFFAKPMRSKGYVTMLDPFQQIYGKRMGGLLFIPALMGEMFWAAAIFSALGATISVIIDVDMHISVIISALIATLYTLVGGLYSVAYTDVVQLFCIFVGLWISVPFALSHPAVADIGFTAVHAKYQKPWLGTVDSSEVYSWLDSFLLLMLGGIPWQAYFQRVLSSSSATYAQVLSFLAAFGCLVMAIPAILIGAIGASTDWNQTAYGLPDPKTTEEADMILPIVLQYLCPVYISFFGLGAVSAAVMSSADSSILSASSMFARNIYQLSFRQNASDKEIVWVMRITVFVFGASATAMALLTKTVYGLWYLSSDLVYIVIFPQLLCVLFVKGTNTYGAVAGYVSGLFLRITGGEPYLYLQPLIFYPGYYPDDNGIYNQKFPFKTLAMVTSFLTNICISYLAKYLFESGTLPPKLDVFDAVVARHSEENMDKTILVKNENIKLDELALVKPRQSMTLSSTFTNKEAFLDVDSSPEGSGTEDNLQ
Kir21 block = blocks the mouse Kir2.1 inward-rectifier potassium channel; P35561; HEK293-Kir2.1, FluxOR thallium flux fluorescence; hits give low values; B-score at 10 µM; hit rate 0.85% among 310,000; AID 1672;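 active = fluorescence ratio B-score at or below minus 3 SD of library scores, with starting-brightness B-score within 2 SD, cut at about -4.2 in these data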;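 also: channel flux triggered by added potassium and thallium sulfate stimulus; B-score of peak minus minimum fluorescence over baseline after thallium stimulus; more negative B-score means stronger Kir2.1 block with less thallium influx; some compounds called inactive have numbers as strong as hits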
Target sequence (P35561 whole entry, looked up): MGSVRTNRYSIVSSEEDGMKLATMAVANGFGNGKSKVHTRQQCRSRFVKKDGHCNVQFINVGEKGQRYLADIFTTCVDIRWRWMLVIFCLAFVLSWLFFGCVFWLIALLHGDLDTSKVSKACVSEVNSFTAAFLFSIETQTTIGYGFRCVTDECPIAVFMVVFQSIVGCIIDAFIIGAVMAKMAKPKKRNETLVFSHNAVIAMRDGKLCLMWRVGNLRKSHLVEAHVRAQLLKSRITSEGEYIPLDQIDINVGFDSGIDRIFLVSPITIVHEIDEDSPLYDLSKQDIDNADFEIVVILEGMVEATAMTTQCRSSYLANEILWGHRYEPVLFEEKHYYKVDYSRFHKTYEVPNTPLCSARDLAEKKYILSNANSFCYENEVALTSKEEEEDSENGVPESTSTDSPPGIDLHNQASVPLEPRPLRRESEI
An asterisk follows results filed as active; i = inactive; . = not tested or not shown.

compound	CHT block	Kir21 block
COc1cc2c(cc1OC)C(c1ccccc1)N(C(=O)CSCC(=O)O)CC2 (stereo not given)	i	-0.56
Cc1ccc(/C=N/NC(=O)c2cc3c(ccc4ccccc43)o2)cc1[N+](=O)[O-]	i	0.29
COCc1cc(C)nc(NC2CC(C)(C)NC(C)(C)C2)c1C#N	i	-0.63
O=C(NNc1cccc(Cl)n1)c1c(Cl)cccc1Cl	i	1.54
Cc1ccc(S(=O)(=O)CCC(=O)OCC(=O)NC(=O)c2ccccc2)cc1	i	1.11
CCc1nnc(NS(=O)(=O)c2ccc(NC(=O)c3ccc(Br)cc3)cc2)s1	-6.69*	-0.07
CCC1=C2CC[C@H]3C(=O)N(CC)C(=O)[C@H]3[C@H]2[C@@]2(Cc3ccccc3)C(=O)N(Cc3ccccc3)C(=O)N2C1=O	i	-1.69
COc1ccc(C2C(C(=O)N3CCOCC3)c3ccccc3C(=O)N2c2ccc(OC)cc2)cc1 (stereo not given)	i	-0.06
COc1ccccc1CC(=O)N1CCCc2cc(C)ccc21	i	-7.27*
Oc1c(CN2CCN(c3ccccn3)CC2)cc(Cl)c2cccnc12	i	1.82
O=C(CN1CCN(S(=O)(=O)c2ccc(Br)cc2)CC1)N/N=C/c1cccs1	i	0.48
O=C(c1cc(F)ccc1F)C1CCCN(C(=O)c2cccs2)C1 (stereo not given)	i	-1.4
CC(=O)C1=C(C)NC(SCC(=O)c2ccc(Cl)c(Cl)c2)=C(C#N)C1c1ccco1 (stereo not given)	i	-1.94
CCn1c(SCC(=O)O)nc2sc3c(c2c1=O)CCC3	i	1.7
O=C(NC(=S)N1CCCCC1CO)C12CC3CC(CC(C3)C1)C2 (stereo not given)	i	0.26
Cc1nc2cc3c(cc2s1)OCO3	i	2.41
O=C(Nc1ccc(N2CCN(C(=O)c3ccc(Cl)cc3)CC2)cc1)c1cc2ccccc2o1	i	1.81
COc1cc(OC)cc(C(=O)OC/C(O)=C(\C#N)c2nc3ccccc3[nH]2)c1	i	0.94
O=C(COc1ccc2c3c(c(=O)oc2c1)CCCC3)N1CCN(c2ccccc2)CC1	i	-0.74
O=C(CC12CC3CC(C1)CC(CC(=O)NC1=NCCS1)(C3)C2)NC1=NCCS1	.	-0.7
COC(=O)C(O)(NC(=O)c1ccncc1)C(F)(F)F (stereo not given)	i	0.45
C=CCn1c(SCC(=O)Nc2ccc3c(c2)OCO3)nnc1-c1cc(Br)ccc1O	i	-0.01
CCOCCCNC(=O)c1ccc2c(=O)n(Cc3ccc4c(c3)OCO4)c(=S)[nH]c2c1	i	1.48
COc1ccc(NC(=O)CSc2ccc(F)cc2)cc1S(=O)(=O)N1CCCCC1	i	-1.76
COc1ccc(-n2cc(CN3CCC(OC)CC3)c(-c3cccc(F)c3)n2)cc1	i	-0.69
Cc1ccc(NC(=O)CNC(=O)c2ccco2)cc1Cl	i	-0.6
OCCC1CN(CCCc2ccccc2)CCN1Cc1ccc(F)cc1 (stereo not given)	i	0.89
Cc1ccc(NC(=O)c2ccc(COc3ccccc3)o2)nc1	i	1.6
CC(NCCN(C)C)C(=O)C12CC3CC(CC(C3)C1)C2 (stereo not given)	i	-1.33
CC(CNC(=O)CCc1ccccc1)NC(=O)CCc1ccccc1 (stereo not given)	i	0.04

With a hit mark in CHT block (from the list above):
compound	CHT block	Kir21 block
CCc1nnc(NS(=O)(=O)c2ccc(NC(=O)c3ccc(Br)cc3)cc2)s1	-6.69*	-0.07

Other results
compound	CHT block	Kir21 block
Cc1ccc(-c2ccc(S(=O)(=O)N3CCN(C)CC3)cc2)cc1	i	-1.09
Cc1ccc(/C(N)=N/OC(=O)c2cc(-c3ccccc3)nc3ccccc23)cc1	i	-2.42
CCn1c(SCC(=O)Nc2nc(C)cs2)nnc1-c1cccnc1	i	-0.32
COc1nccnc1NS(=O)(=O)c1ccc(N=Cc2c(C)[nH]n(-c3ccc(C)c(C)c3)c2=O)cc1	i	-0.22
CCOc1ccccc1NC(=O)[C@@H](NC(=O)c1ccccc1F)C(C)C	i	-0.2
CCCCCCN1CC(O)=C(c2ccccc2)C1=N	i	0.07
O=C(NCc1ccco1)c1csc2c1CCCC2	i	-0.12
COc1ccc(C)cc1NC(=O)c1cc2c(CO)cnc(C)c2oc1=N	i	0.45
Nc1nc(SCC(=O)NCCc2ccccc2)[nH]c(=O)c1-c1ccccc1	i	-0.12
O=C(Cn1c(=O)oc2ccccc21)N1CCN(c2ccccc2)CC1	i	1.27
CC(CC(=O)Nc1cccc(F)c1)S(=O)(=O)c1ccc2c(c1)NC(=O)CO2 (stereo not given)	i	-1.58
CCOC(=O)CSc1nnnn1-c1cccc2ccccc12	i	-0.43
Cc1ccc(C2CC(c3cccc(Br)c3)Nc3nnnn32)cc1 (stereo not given)	i	0.99
CCOP(=O)(OCC)C1NC(=O)N(c2ccccc2)C1=O (stereo not given)	i	-0.57
CCc1ccc(NC(=O)c2cnn(-c3ccccc3)c2C)cc1	i	0.11
O=C(NC(Cc1ccccc1)C(=O)O)/C(=C/c1cccc(Br)c1)NC(=O)c1ccco1 (stereo not given)	i	-0.24
CSc1nnc(-c2ccc(NC(N)=S)cc2)o1	i	-1.13
CS(=O)(=O)N(CC(=O)Nc1ccccc1C(=O)N1CCOCC1)c1ccc2c(c1)OCO2	i	-0.02
COc1cc(NC(=O)c2ccccc2-c2ccccc2)cc(OC)c1	i	-0.3
COc1ccc(C(=O)N2CCN(CCCc3ccccc3)CC2)cc1OC	i	-2.18
COc1ccc(NC(=O)c2cc3c(=O)n(C)c4ccccc4c3s2)cc1OC	i	-0.4
O=C(c1ccccc1)N1CCN(c2ccc([N+](=O)[O-])c(N3CCOCC3)c2)CC1	i	-0.01
COc1ccc(N(C(=O)CCl)C(C(=O)NCCc2ccccc2)c2cccs2)cc1 (stereo not given)	i	-2.08
O=C(Nc1ccc2c(c1)C(=O)N(CC1CCCO1)C2=O)c1cccc(Br)c1 (stereo not given)	i	-0.49
CN(Cc1ccccc1)C(=O)COC(=O)/C=C/c1ccco1	i	0.83
COc1cccc(-c2nnc(SCC(=O)OC(C)C)n2Cc2ccco2)c1	i	-1.12
Cc1cc(C)cc(NC(=O)Cn2c(=O)oc3cc(S(=O)(=O)N4CCC(C)CC4)ccc32)c1	i	-1.13
O=C(O)c1ccc(NC(=O)C2CC=CCC2C(=O)O)cc1 (stereo not given)	i	1.33
O=C(O)CN(c1ccccc1F)S(=O)(=O)c1ccccc1	i	2.27
CCOn1c(=O)c(=O)n(OCc2ccccc2)c2ccccc21	i	-0.92

Next compounds follow:
Below each SMILES – CHT block	Kir21 block
COc1ccc(C(=O)c2coc3c2C(=O)C(=O)c2ccccc2-3)cc1
 : i	-0.39
CCc1ccc(C2c3[nH]c4ccccc4c3CCN2C(=O)c2cc(C)nn2C)cc1 (stereo not given)
 : i	0.67
CC1(C)OC(=O)C(=CNC(CO)C(=O)O)C(=O)O1 (stereo not given)
 : i	0.47
O=C(NNC(=O)c1ccccc1O)c1ccc(Br)cc1
 : i	0.06
c1coc(CNc2nc3ccccc3s2)c1
 : i	1.68
Cc1ccc(CSCC(=O)N/N=C/c2ccc(OCC(=O)Nc3ccc(C)cc3)cc2)cc1
 : i	0.61
COc1ccc(N2CCN(C(=O)C(=O)c3c[nH]c4ccccc34)CC2)cc1
 : i	1.23
CC(=O)N(Nc1ccccc1)c1ccccc1
 : i	1.8
Cc1nn(CCOc2cccc(Br)c2)c(C)c1[N+](=O)[O-]
 : i	-0.76
COc1cccc(-c2cc(C(=O)NCc3ccco3)no2)c1
 : i	0.43
O=C(CCc1nc2ccccc2c(=O)[nH]1)Nc1ccc(N2CCCCC2)cc1
 : i	-0.04
O=C(CSc1nnnn1-c1cccc(F)c1)Nc1nc2ccccc2s1
 : i	0.61
CCCCCn1c(C)c2c(OCC)cccc(=O)c2c1C
 : i	0.1
COc1cccc(-n2c(SCC(=O)N3c4ccccc4CC3C)nnc2-c2ccco2)c1 (stereo not given)
 : i	.
CCCC(NS(=O)(=O)c1ccc(OC)cc1)C(=O)O (stereo not given)
 : i	1.37
Cc1occc1C(=O)Nc1cc(=O)n(C)c(=O)n1C
 : i	-1.08
COC(=O)C1=C(C(=O)OC)C(c2ccccc2O)c2sc(=O)[nH]c2S1 (stereo not given)
 : i	0.12
Cc1ccc(S(=O)(=O)NCCCNC(=O)N2CCOCC2)cc1
 : i	-0.41
CC(C)CC(=O)NC(=S)Nc1ccc(S(=O)(=O)NC(C)(C)C)cc1
 : i	0.72
COc1ccc(NC(=O)COC(=O)CCNS(=O)(=O)c2ccc(Cl)cc2)cc1
 : i	-1.32
CCOc1ccc(Cn2ccnc2)cc1[N+](=O)[O-]
 : i	-0.64
CCn1cc(CNC(=O)c2ccc3nc(Cc4ccccc4F)oc3c2)cn1
 : i	-1.02
O=C(Cn1[nH]c(=O)c2ccccc2c1=O)NC1CCN(Cc2ccccc2)CC1
 : i	-0.62
COc1ccc(Nc2nnc(SCC(=O)N3CC(=O)Nc4ccccc43)s2)cc1
 : i	-1.72
Cc1nnc(SCC(=O)N2CCN(S(=O)(=O)c3ccc(Cl)cc3)CC2)[nH]c1=O
 : i	-0.98
O=C(CSc1nnc(COc2ccc(Cl)cc2)o1)N1CCCC1
 : i	3.28
COc1ccc(-n2c(CN3CCC(C(N)=O)CC3)nc3ccc([N+](=O)[O-])cc3c2=O)c(OC)c1
 : i	-0.55
Cn1c(C(=O)N2CCN(c3nc4ccccc4s3)CC2)cc2sccc21
 : i	1.02
CC(=O)NC(O)C(=O)c1ccccc1 (stereo not given)
 : i	-0.62
Cc1ccccc1NC(=O)/C=C/c1cccc(C(F)(F)F)c1
 : i	1.74
O=C(Oc1ccc(-c2nnco2)cc1)N1CCOCC1
 : i	-0.08
O=C(CSc1nc2ccccc2c(=O)n1Cc1ccc(F)cc1)NCc1cccs1
 : i	0.68
COc1cc(NC(=O)CC2NCCNC2=O)cc(OC)c1 (stereo not given)
 : i	0.35
COc1ccc(-c2csc(NNC3=NCCCCC3)n2)cc1
 : i	-0.75
Cc1nn(-c2ccccc2)cc1/C=N/NC(N)=S
 : i	1.03
O=[N+]([O-])c1cc2c(c(CSc3nnnn3-c3ccc(O)cc3)c1)OCOC2
 : i	-2.54
CC(C)c1nc(SCc2ccccn2)c2c(=O)n(C)c(=O)n(C)c2n1
 : i	0.32
Cc1ccc(N(C(=O)c2ccco2)C(C(=O)NC2CCCC2)c2cccnc2)cc1 (stereo not given)
 : i	0.05
Cc1ccc(Sc2c(C#N)c(-c3ccccc3)nn2C)cc1
 : i	0.07
COc1cc(-c2nc3ccccn3c2/N=C/c2ccc(F)cc2)ccc1O
 : i	0.08

3 entries from above in a different format.
CCC1=C2CC[C@H]3C(=O)N(CC)C(=O)[C@H]3[C@H]2[C@@]2(Cc3ccccc3)C(=O)N(Cc3ccccc3)C(=O)N2C1=O
  CHT block = i; Kir21 block = -1.69
COc1ccc(C2C(C(=O)N3CCOCC3)c3ccccc3C(=O)N2c2ccc(OC)cc2)cc1 (stereo not given)
  CHT block = i; Kir21 block = -0.06
COc1ccccc1CC(=O)N1CCCc2cc(C)ccc21
  CHT block = i; Kir21 block = -7.27*

(further entries)
Below each SMILES – CHT block	Kir21 block
COC(C/C=C\[C@H](O)COCc1ccccc1)OC
 : i	1.58
O=C(NC1CCSc2ccccc21)c1cccc(Br)c1 (stereo not given)
 : i	-0.14
COc1ccc(C(=O)NCc2ccc(N3CCN(C)CC3)cc2)cc1
 : i	0.81
CCOC(=O)CNC(=S)N(Cc1cccs1)C1CCCCC1
 : i	-2.46
COc1ccc(CCN=C(N)NS(=O)(=O)c2ccc(C)cc2)cc1OC
 : i	0.99
O=C(C1CCCN(S(=O)(=O)c2ccc(F)cc2)C1)N1CCCCCC1 (stereo not given)
 : i	-0.31
N#Cc1c(NC(=O)CSc2nnnn2C2CCCCC2)sc2c1CCCC2
 : i	0
COc1ccc(OC)c(-c2csc(NC(=O)CN3C(=O)C4CCCCC4C3=O)n2)c1 (stereo not given)
 : i	-2.29
COc1ccc(NC(=O)CN2C(=O)CSc3ccc(S(=O)(=O)N4CCCC4)cc32)cc1OC
 : i	-1.08
CCOC(=O)CNc1c(-c2ccc(F)cc2)nc2cnccn12
 : i	0.91
O=C(O)CCN1C(=O)c2ccc(NC(=O)C(c3ccccc3)c3ccccc3)cc2C1=O
 : i	0.33
CC(=O)Nc1ccc(NS(=O)(=O)C(F)(F)F)cc1
 : i	-0.27
O=C(c1ccccc1NS(=O)(=O)c1ccc(F)cc1)N1CCOCC1
 : i	0.81
Cc1ccc(NC(=O)CN2C(=O)C3CC=CCC3C2=O)cc1S(=O)(=O)N1CCOCC1 (stereo not given)
 : i	0.17
Cc1ccccc1CSc1nnc(CCCCCNC(=O)OC(C)(C)C)o1
 : i	-1.09
Cc1ccc(C2=NN(C(=O)CCCC(=O)O)C(c3ccc4c(c3)OCO4)C2)cc1 (stereo not given)
 : i	0.9
COc1ccc(CCNC(=O)CCn2c(=O)c3ccccc3n(CC(=O)NCC3CCCO3)c2=O)cc1OC (stereo not given)
 : i	-0.79
CN(C)/C(CN1CCN(C=O)CC1)=C1\N=C(c2ccccc2)OC1=O
 : i	-0.82
COc1ccccc1-c1nnc(NC(=O)CCS(=O)(=O)c2ccccc2)o1
 : i	0.48
O=C1NCCN/C1=C\C(=O)c1ccccc1
 : i	0.54
Cc1cc(=O)oc2c(C)c(OCC(=O)N3CCN(c4ccccc4)CC3)ccc12
 : i	-0.26
NC(=O)Nn1c(CCC(=O)O)ccc1-c1ccc(F)cc1
 : i	0.01

Assay outcomes: PubChem, Johns Hopkins Ion Channel Center
